High-throughput results as filed in PubChem BioAssay.
GPR151 ag: human GPR151 activation. Q8TDV0. PathHunter beta-arrestin GPR151 cells, luminescence. activation, % at 11.2 µM. actives 1% (n = 650,000); in the data active = activation above about 4.9%;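 note: 0% = median of compound wells and 100% = cells with positive control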
Target sequence (Q8TDV0 whole entry, looked up): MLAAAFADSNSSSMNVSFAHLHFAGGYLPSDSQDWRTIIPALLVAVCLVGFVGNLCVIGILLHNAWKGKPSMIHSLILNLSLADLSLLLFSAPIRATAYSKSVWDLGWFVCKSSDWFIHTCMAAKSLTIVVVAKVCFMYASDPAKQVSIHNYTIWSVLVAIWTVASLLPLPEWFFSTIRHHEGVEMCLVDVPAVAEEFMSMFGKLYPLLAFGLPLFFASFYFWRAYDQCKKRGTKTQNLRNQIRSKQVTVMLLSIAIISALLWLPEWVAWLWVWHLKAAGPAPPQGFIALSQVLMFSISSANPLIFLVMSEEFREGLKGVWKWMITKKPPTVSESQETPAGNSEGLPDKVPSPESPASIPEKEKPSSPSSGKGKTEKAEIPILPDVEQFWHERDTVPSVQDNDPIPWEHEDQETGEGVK
FBW7 act: activators of human E3 ligase FBW7; actives 0.13% (n = 650,000); Q969H0; normalized activity (activation), % at 26.1 µM; AlphaScreen FBW7–phospho-cyclin E peptide binding, activator screen; in the data active = normalized activity above about 1.9%;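 note: purified mutant Fbw7 with reduced substrate affinity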
MITF inh: inhibitors of human MITF | AlphaScreen MITF homodimerization, bead proximity signal | inhibition, % at 2.6 µM | actives 0.91% (n = 650,000); in the data active = inhibition above about 50%;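 note: 0% = vehicle wells with protein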
Target sequence (O75030 whole entry, looked up): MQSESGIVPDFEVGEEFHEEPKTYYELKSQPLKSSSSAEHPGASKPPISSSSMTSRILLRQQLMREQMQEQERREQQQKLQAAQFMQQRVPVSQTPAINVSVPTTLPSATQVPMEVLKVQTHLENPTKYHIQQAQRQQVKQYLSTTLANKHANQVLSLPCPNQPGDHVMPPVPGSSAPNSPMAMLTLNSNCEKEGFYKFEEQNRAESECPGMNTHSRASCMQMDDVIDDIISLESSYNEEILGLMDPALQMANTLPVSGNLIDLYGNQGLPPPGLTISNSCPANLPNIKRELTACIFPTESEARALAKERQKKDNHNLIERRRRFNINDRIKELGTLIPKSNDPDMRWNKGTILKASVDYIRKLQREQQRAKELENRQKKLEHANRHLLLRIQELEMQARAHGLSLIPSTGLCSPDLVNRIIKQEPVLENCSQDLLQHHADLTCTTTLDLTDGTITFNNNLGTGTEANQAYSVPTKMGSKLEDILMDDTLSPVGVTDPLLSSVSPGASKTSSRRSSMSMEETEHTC
TEAD-YAP inh: TEAD-YAP interaction inhibition | actives 1.4% (n = 640,000) | inhibition, % at 9.12 µM | HEK-TIYL cells, TEAD-Gal4/YAP UAS-luciferase luminescence | AID 1259422; in the data active = inhibition above about 32%;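 note: 0% = median of test compound wells and 100% = reference inhibitor wells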
The depositor's hits bear a star; & = joins results of further samples. Outcome played no part in choosing rows. Share with any hit: about 3.5%.

SMILES	GPR151 ag	FBW7 act	MITF inh	TEAD-YAP inh
Cc1cnc(NCc2ccc3c(c2)OCO3)nc1Nc1ccc2c(c1)OCO2	1.4	-0.1	-1	4
CCCSc1nnc(NC(=O)Cc2cccs2)s1	3.4	0.1	10	-7
Cc1ccc2[nH]c(=O)cc(C(=O)O)c2c1	-0.1	-0.1	-5	-2
CCCC(=O)Nc1cc(C(=O)O)ccc1S(=O)(=O)c1ccc(C)cc1	-1.3	0.1	10	0
O=C(Nc1ccc(NC(=O)C2CC2)cn1)c1ccc(F)cc1	-1.2	0.2	-3	4
Nc1nc(SCC(=O)NCc2ccccc2)nc2sc3c(c12)CCC3	-0.7	-0.1	-2	-3
Nc1c(C(=O)c2ccco2)sc2c1c(=O)[nH]c(=O)n2CCN1CCOCC1	-0.7	0.0	-3	-5
CC(C)(Oc1ccc(Cl)cc1)C(=O)Nc1cccc([N+](=O)[O-])c1	1.5	-0.1	17	-14
Cc1ccc(NC(=O)CCCn2c3ccccc3c(=O)c3ccccc32)cc1	0.7	0.5	0	13
CCCSc1nnc2c(n1)OC(c1ccc(-c3cccc([N+](=O)[O-])c3)o1)Nc1ccccc1-2 (stereo not given)	-0.5	-0.1	-9	-20
COc1ccc(CNC(=O)COc2ccc(I)cc2)cc1[N+](=O)[O-]	0.1	0.0	10	1
CC(=O)c1ccc(-c2cncc(-c3ccc(N4CCN(C)CC4)nc3)n2)s1	-0.2	0.2	14	-6
COc1ccc(NC(=O)/C(C#N)=C\c2ccc(OCC(=O)O)cc2)cc1	1.3	-0.1	-44	-5
CCOC(=O)Cn1nnnc1CN(Cc1ccccc1)Cc1cc2cccc(C)c2[nH]c1=O	0.0	0.2	7	-5
COc1ccc2c(c1)CC(C(=O)Nc1ccc(-c3cn[nH]c3)cc1SCCN(C)C)CO2 (stereo not given)	-1.3	-0.5	49	-5
CCN1CCN(CCCNC(=S)Nc2ccc3nc(N4CCCC4)cc(C)c3c2)CC1	-0.4	-0.2	6	10
O=S(=O)(c1cnc[nH]1)N1CCN(c2ccc(Cl)cc2)CC1	0.4	1.0	13	-2
OCCSc1nc(-c2ccccc2)nc2ccc(F)cc12	-1.0	0.3	22	3
COc1ccc(-c2ccc(=O)n(CC(=O)Nc3cc(C)cc(C)c3)n2)cc1	0.3	0.2	2	-1
CNc1oc(C)nc1S(=O)(=O)c1ccc(Cl)cc1	-1.6	0.3	20	2
COc1ccc(OC)c(C2CC(c3ccc(Br)cc3)Nc3ncnn32)c1 (stereo not given)	0.2	0.0	4	-1
O=c1oc2ccccc2cc1-c1ccc(Cl)cc1	-0.4	0.1	9	-27
O=C(CS(=O)(=O)c1ccc(F)cc1)Nc1nc2c(s1)CCC2	-0.3	-0.1	-2	-8
COc1ccc(C[C@@H](N)c2nc3ccc(-c4cn[nH]c4)cc3c(=O)[nH]2)cc1	0.3	-0.3	24	53*
Fc1ccc(-c2cn[nH]c2C2CCCN(C3CCC3)C2)cc1 (stereo not given)	-0.5	-0.1	8	7
COc1ccc(-c2[nH]ncc2-c2cnccn2)cc1	0.0	0.6	16	1
CSc1cccc(NC(=O)CN(c2ccc(Oc3ccccc3)cc2)S(C)(=O)=O)c1	-0.1	0.1	0	-21
CN1C(=O)/C(=C\C=C2/SCCN2C)N(C)C1=S	1.8	-0.1	-2	10
COc1ccc(CC2SC(=Nc3ccc(Cl)cc3)NC2=O)cc1 (stereo not given)	-1.4	0.1	11	11
COc1ccc(C)cc1S(=O)(=O)Nc1ccccc1	-0.8	-0.2	4	1

Ordered by SMILES length (highest first): part of the list above.
SMILES	GPR151 ag	FBW7 act	MITF inh	TEAD-YAP inh
Cc1ccc(NC(=O)CCCn2c3ccccc3c(=O)c3ccccc32)cc1	0.7	0.5	0	13
COc1ccc(OC)c(C2CC(c3ccc(Br)cc3)Nc3ncnn32)c1 (stereo not given)	0.2	0.0	4	-1
COc1ccc(CC2SC(=Nc3ccc(Cl)cc3)NC2=O)cc1 (stereo not given)	-1.4	0.1	11	11

Compound profiles, from the list above. Values in the order: GPR151 ag, FBW7 act, MITF inh, TEAD-YAP inh
CNc1oc(C)nc1S(=O)(=O)c1ccc(Cl)cc1 across the screens: -1.6, 0.3, 20, 2
CSc1cccc(NC(=O)CN(c2ccc(Oc3ccccc3)cc2)S(C)(=O)=O)c1 across the screens: -0.1, 0.1, 0, -21

Continuation:
SMILES	GPR151 ag	FBW7 act	MITF inh	TEAD-YAP inh
N#C/C(=C\c1c(Oc2ccc(F)cc2)nc2ccccn2c1=O)C(=O)N1CCCCC1	0.3	0.1	11	12
O=C1CSC(c2ccc(F)cc2)N1c1ccc(F)cc1 (stereo not given)	0.4	-0.1	5	-1
CC(C)C(=O)NNC(=O)CSc1ncnc2c1cnn2-c1ccc(Cl)cc1	1.8	0.1	11	7
COCCNC(=O)C1CCC(=O)N1C1CCCC1 (stereo not given)	0.4	0.1	-4	4
COc1ccccc1N1C(=O)c2ccc(C(=O)Nc3ccc(Sc4ccc([N+](=O)[O-])cc4)cc3)cc2C1=O	0.1	-0.1	4	-2
CCc1cc(C(=O)NCCN(C)C)cs1	-0.5	0.0	2	22
CC1(CC(=O)N2CCCC2c2nc3ccccc3[nH]2)C(=O)N=C2C=CC=CN21 (stereo not given)	2.4	0.1	12	8
CC(=O)c1ccc(N2CCN(C(=O)c3ccc(F)cc3)CC2)c(F)c1	0.8	0.1	13	10
CCn1c(C)nc2ccccc2c1=O	-0.7	-0.1	13	10
O=C(NCC1CCCO1)/C(=C\c1cccc([N+](=O)[O-])c1)NC(=O)c1ccccc1 (stereo not given)	1.3	-0.1	4	0
COc1ccc2nc(/N=C(\N)NC(=O)COc3ccc(Cl)cc3)nc(C)c2c1	1.0	-0.1	4	1
O=CC12c3ccccc3C(c3ccccc31)C1C(=O)N(c3ccc([N+](=O)[O-])cc3)C(=O)C12 (stereo not given)	-0.7	0.2	6	10
COc1ccc(C)cc1NC(=O)c1c(C)nc2ccccn12	0.2	0.1	14	13
COCCCNC(=O)c1ccc(CS(=O)(=O)c2cccc(C(F)(F)F)c2)o1	0.2	0.1	13	-5
O=C(O)COc1ccc(/C=N/N2C(=O)C3C4C=CC(C5CC45)C3C2=O)cc1 (stereo not given)	-0.2	-0.1	-6	1

Rewritten with bars between the fields: 2 of the compounds above
SMILES | GPR151 ag | FBW7 act | MITF inh | TEAD-YAP inh
COc1ccc(C)cc1S(=O)(=O)Nc1ccccc1 | -0.8 | -0.2 | 4 | 1
N#C/C(=C\c1c(Oc2ccc(F)cc2)nc2ccccn2c1=O)C(=O)N1CCCCC1 | 0.3 | 0.1 | 11 | 12

Other compounds follow.
SMILES	GPR151 ag	FBW7 act	MITF inh	TEAD-YAP inh
Cc1sc2ncnc(SCC(=O)c3ccc(Cl)s3)c2c1C	-0.5	0.0	0	9
COc1ccc(NC(=O)c2ccc(CN(c3ccc(C)c(C)c3)S(C)(=O)=O)cc2)c(OC)c1	2.0	0.0	6	1
Cc1ccc(Cl)c(OCC(=O)NCc2cccnc2)c1	-1.2	-0.2	-11	2
COc1ccc(NC(=O)NNS(=O)(=O)c2ccc(Br)cc2)cc1	-1.0	0.8	19	-6
COc1ccc(NC(=O)Nc2ccc(C)cn2)cc1	-0.6	0.1	14	-49
Cc1ccc(C2(C(F)(F)F)NC(=O)N3CCN=C3S2)cc1 (stereo not given)	-1.2	-0.1	0	-1
CCCCCCC(=O)Nc1c(O)c2ccccc2[nH]c1=O	-0.4	0.0	9	0
CC1CCCC(NC(=O)COC(=O)c2cc(=O)[nH]c(=O)[nH]2)C1C (stereo not given)	-1.0	0.0	-15	-2
COc1ccc(C(=O)c2sc3nc(-c4ccc(OC)cc4)cc(-c4ccc(OC)cc4)c3c2N)cc1	-0.4	0.7	17	6
COc1ccc2[nH]c(=O)c(CN(Cc3ccccc3)C(C)=O)cc2c1	0.2	0.1	-8	1
CCOC(=O)CNc1nnc(SCC(=O)OCC)[nH]c1=O	0.0	1.8	7	4
O=C1CCCN1CCCNc1nc(Nc2ccccn2)nc2c1ncn2-c1ccsc1	2.2	0.0	-12	53*
O=C(O)/C=C(\CC(=O)O)C(=O)O	1.3	0.2	20	0
CC1(C)CC(=O)c2cc(C#N)c(SCc3ccccc3Cl)nc2C1	0.2	-0.1	0	11
Cc1noc(-c2ccc3c(c2)OCO3)c1I	-0.4	-0.1	-5	-9
Cc1c(Cl)cccc1N(CC(N)=O)S(C)(=O)=O	-1.1	0.2	16	5
CCOC(=O)c1c(NC(=O)CCC(=O)O)sc2c1C(C)CCC2 (stereo not given)	-0.8	-0.1	6	-9
CC1CS(=O)(=O)C(C)CC1=O (stereo not given)	-0.6	0.4	22	9
CCOC(=O)c1sc(=S)n(-c2cccc([N+](=O)[O-])c2)c1N	-1.4	0.3	14	22
COc1ccc(NC(=O)N2CCC(CO)(Cc3ccccc3)CC2)cc1	-1.0	-0.1	-5	6
Cc1cc(C)cc(NC(=O)/C(=C\c2ccc([N+](=O)[O-])cc2)NC(=O)c2ccccc2Br)c1	-0.8	0.1	-17	-5
C=CCn1nnnc1SCC(=O)Nc1cccc(OC)c1	2.1	0.0	0	-11
COc1ccccc1OCCNC(=O)Nc1ccc(Br)cc1	-0.3	0.1	-90	0
Cc1c(C)n2c(SCc3ccccc3F)nnc2[nH]c1=O	-1.5	0.1	-7	1
COc1nc(N/N=C/c2cc3c(cc2[N+](=O)[O-])OCO3)nc(N2CCOCC2)n1	1.4	0.0	11	6
CCCOC(=O)C1=C(C)NC2=C(C(=O)CC(C)(C)C2)C1c1cccs1 (stereo not given)	1.8&0.5	0.0&-0.2	1&-6	7&-1
CCC1CN(CC(=O)NCc2nc3c(s2)CCCC3)Cc2cc(OC)ccc2O1 (stereo not given)	-0.6	-0.1	11	5
O=C(C(O)C(O)C(=O)N1CCOCC1)N1CCOCC1 (stereo not given)	1.6	-0.2	13	2
Cc1cc(NCc2cccc(C(F)(F)F)c2)nc(Nc2ccc(-n3ccnc3)cc2)n1	1.3	-0.1	0	50*
CC(C)c1ccc2c(c1)CCC1C(C)(C#N)CCCC21C (stereo not given)	3.8	0.0	5	7
CC(C)(C)NC(=O)Cn1c(=O)[nH]c2ccsc2c1=O	2.0	-0.1	-3	-6
CC(=O)Nc1cccc(-c2cnc3c(N4CCN(C)CC4)nccn23)c1	1.4	-0.7	13	-68
COc1ccc(NC(=O)c2cc3c(CO)cnc(C)c3oc2=Nc2ccc(Cl)c(Cl)c2)cc1	0.0	-0.1	11	6
CCCCC12CN3CC(C)(CN(C1)C3c1ccc3c(c1)OCO3)C2=O (stereo not given)	0.6	0.0	2	2
N#Cc1c(NC(NC(=O)c2cccnc2)(C(F)(F)F)C(F)(F)F)sc2c1CCC2	-0.5	-0.1	-23	-1

Among those listed so far, nine have a nitro group on carbon:
SMILES	GPR151 ag	FBW7 act	MITF inh	TEAD-YAP inh
CC(C)(Oc1ccc(Cl)cc1)C(=O)Nc1cccc([N+](=O)[O-])c1	1.5	-0.1	17	-14
CCCSc1nnc2c(n1)OC(c1ccc(-c3cccc([N+](=O)[O-])c3)o1)Nc1ccccc1-2 (stereo not given)	-0.5	-0.1	-9	-20
COc1ccc(CNC(=O)COc2ccc(I)cc2)cc1[N+](=O)[O-]	0.1	0.0	10	1
COc1ccccc1N1C(=O)c2ccc(C(=O)Nc3ccc(Sc4ccc([N+](=O)[O-])cc4)cc3)cc2C1=O	0.1	-0.1	4	-2
O=C(NCC1CCCO1)/C(=C\c1cccc([N+](=O)[O-])c1)NC(=O)c1ccccc1 (stereo not given)	1.3	-0.1	4	0
O=CC12c3ccccc3C(c3ccccc31)C1C(=O)N(c3ccc([N+](=O)[O-])cc3)C(=O)C12 (stereo not given)	-0.7	0.2	6	10
CCOC(=O)c1sc(=S)n(-c2cccc([N+](=O)[O-])c2)c1N	-1.4	0.3	14	22
Cc1cc(C)cc(NC(=O)/C(=C\c2ccc([N+](=O)[O-])cc2)NC(=O)c2ccccc2Br)c1	-0.8	0.1	-17	-5
COc1nc(N/N=C/c2cc3c(cc2[N+](=O)[O-])OCO3)nc(N2CCOCC2)n1	1.4	0.0	11	6
